FUS yeast rescue: FUS proteinopathy suppression in yeast | S. cerevisiae FUS-expressing, growth rescue, OD600, 24 h | Potency, µM (series often up to 76.6 µM), for the others: at the top dose growth rescue (activation), actives largely listed as activators | 0.24% of 390,000 active;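 note: potency is the fitted concentration of half-maximal effect; plate controls were DMSO vehicle for no effect and reference control for full effect; nearly all actives have a fitted effect of over 55% in size; some results filed as inactive show a strong effect at the top dose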
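Read-out: OD at 600 nm after 24hr at 30C, reporting rescue of FUS-induced yeast toxicity. Cells at OD 0.005 in galactose (2%) minimal medium; compounds tested in a dilution series; CP55940 titration from 92uM final as control.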
aSyn yeast inh: alpha-synuclein toxicity inhibition in yeast; Yeast expressing alpha-synuclein, growth rescue, BacTiter-Glo, 24 h; Potency, µM (titrated, usually from 46.1 µM), for the others: top-dose growth rescue (activation), usual class: activators; 0.14% of 370,000 active; note: potency is the fitted concentration of half-maximal effect; % of control where 0% means no effect; nearly all actives have a fitted effect of over 65% in size
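Rescue of yeast growth: cells expressing toxic alpha-synuclein, induced in galactose at OD600 0.02, incubated with compound 24 h at 30 C. ATP luminescence quantified growth; inhibitors of toxicity appear as activators.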
EPAC1 ag: activates human EPAC1 exchange factor; O95398; EPAC1 agonist qHTS, biochemical assay; response scale: 100% = response to 6.5 mM cAMP; Potency, µM (highest dose often 154 µM), inactives show at the highest dose activation, usual class: activators; 0.073% of 360,000 active; AID 720707; note: potency is the fitted concentration of half-maximal effect; nearly all actives have a fitted effect of over 60% in size
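Nucleotide exchange assay: 100 nM EPAC1 with 250 nM Rap1B loaded with BODIPY-GDP and 50 uM GDP, room temperature. Fluorescence (480/540 nm) read every 5 min for 30 min; signal change normalized to 6.5 mM cAMP as full agonist.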
PLK1 PBD block: PLK1 (human) polo-box domain binding inhibition. AID 720504. P53350. Plk1 PBD binding of FITC phosphopeptide, fluorescence polarization. Potency, µM, for the others: max response, negative = inhibition, actives largely listed as inhibitors. 2.8% of 360,000 active; note: potency is the fitted concentration of half-maximal effect; series mostly up to about 57 µM; % is set by controls: 0 for no effect and ±100 for the full control effect; nearly all actives have a fitted effect of over 65% in size
IL-2 act: IL-2 activation; IL-2 activation reporter assay, cell-based qHTS; stimulated with anti-CD3/CD4/CD28 beads; in transgenic mouse T cells; activation, % (series mostly up to about 46 µM); 0.065% of 360,000 active; in the data active = activation above about 50%; inconclusive = mostly about 30% to 49%; note: 0% is about no effect
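Unstimulated transgenic mouse T cells; 60-min compound exposure; bead-based TCR/CD4/CD28 stimulation; 18 h culture, 37 degrees C; dual fluorescence (EGFP, DsRed) plate cytometry.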
WRN helicase inh: inhibitors of human WRN helicase. WRN helicase unwinding, fluorescent forked duplex, kinetic. Potency, µM (top dose mostly 114 µM), without a hit: at the top dose activity change, negative = inhibition, hits mostly inhibitors. 0.46% of 360,000 active. AID 651768; note: potency is the fitted concentration of half-maximal effect; % is set by controls: 0 for no effect and ±100 for the full control effect; nearly all actives have a fitted effect of over 55% in size
Target sequence (Q14191 whole entry, looked up): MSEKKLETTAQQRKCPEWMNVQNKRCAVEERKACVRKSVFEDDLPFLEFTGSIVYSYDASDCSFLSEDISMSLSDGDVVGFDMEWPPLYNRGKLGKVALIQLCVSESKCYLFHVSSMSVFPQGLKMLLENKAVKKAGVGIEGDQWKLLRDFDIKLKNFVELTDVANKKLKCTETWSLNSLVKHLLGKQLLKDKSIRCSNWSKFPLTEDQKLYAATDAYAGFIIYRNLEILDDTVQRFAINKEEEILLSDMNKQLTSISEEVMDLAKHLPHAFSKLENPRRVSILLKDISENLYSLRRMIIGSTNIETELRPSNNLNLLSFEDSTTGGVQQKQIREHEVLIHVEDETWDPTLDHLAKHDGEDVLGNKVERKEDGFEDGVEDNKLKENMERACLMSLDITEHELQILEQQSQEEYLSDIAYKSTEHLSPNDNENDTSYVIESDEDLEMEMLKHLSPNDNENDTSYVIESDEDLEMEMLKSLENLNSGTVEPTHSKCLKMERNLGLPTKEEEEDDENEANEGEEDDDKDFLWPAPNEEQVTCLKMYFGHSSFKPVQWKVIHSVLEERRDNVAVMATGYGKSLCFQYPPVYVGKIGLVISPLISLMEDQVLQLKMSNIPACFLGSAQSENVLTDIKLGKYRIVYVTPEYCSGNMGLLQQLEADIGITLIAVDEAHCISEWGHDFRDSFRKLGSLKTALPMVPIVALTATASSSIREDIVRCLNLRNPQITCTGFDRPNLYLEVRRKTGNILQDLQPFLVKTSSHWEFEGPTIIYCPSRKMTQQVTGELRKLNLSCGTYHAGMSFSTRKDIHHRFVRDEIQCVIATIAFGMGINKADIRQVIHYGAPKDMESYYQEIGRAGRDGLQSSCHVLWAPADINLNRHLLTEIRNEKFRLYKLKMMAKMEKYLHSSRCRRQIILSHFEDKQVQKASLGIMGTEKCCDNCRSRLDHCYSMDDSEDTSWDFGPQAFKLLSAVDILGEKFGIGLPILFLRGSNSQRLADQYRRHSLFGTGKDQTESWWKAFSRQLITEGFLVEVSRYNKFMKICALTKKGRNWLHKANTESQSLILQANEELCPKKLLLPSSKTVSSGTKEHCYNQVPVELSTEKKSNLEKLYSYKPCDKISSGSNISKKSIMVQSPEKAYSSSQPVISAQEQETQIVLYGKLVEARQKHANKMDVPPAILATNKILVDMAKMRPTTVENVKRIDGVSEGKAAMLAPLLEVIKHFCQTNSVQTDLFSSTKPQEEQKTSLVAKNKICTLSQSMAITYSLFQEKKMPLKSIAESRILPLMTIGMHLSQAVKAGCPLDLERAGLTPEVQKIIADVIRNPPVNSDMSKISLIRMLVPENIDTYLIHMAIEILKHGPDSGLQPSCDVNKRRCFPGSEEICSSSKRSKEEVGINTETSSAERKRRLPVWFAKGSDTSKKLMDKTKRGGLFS
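Primary qHTS, 1536-well format. 20 nM WRN + compound, 15 min RT; start with 100 nM forked fluorophore/quencher duplex, 2 mM ATP (final); kinetic read ex 525/em 598 nm.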
EPAC1 antag: antagonists of human EPAC1. O95398. EPAC1 GEF assay, Rap1b-BODIPY-GDP exchange fluorescence. Potency, µM (top dose mostly 115 µM), for inactives: at the top dose activity change, negative = inhibition, usual class: inhibitors. 0.14% of 360,000 active. AID 720709;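 note: potency is the fitted concentration of half-maximal effect; plate controls were vehicle for no effect and positive control for full effect; nearly all actives have a fitted effect of over 50% in size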
Abeta rescue: compounds reversing amyloid beta toxicity in yeast; yeast expressing A-beta42, growth rescue, OD600, 48 h; response scale: 0% DMSO, 100% iron-clioquinol control; Potency, µM (top dose mostly 46.1 µM), inactives show top-dose growth rescue, usual class: activators; 0.063% of 410,000 active; note: potency is the fitted concentration of half-maximal effect; nearly all actives have a fitted effect of over 55% in size
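Yeast growth medium received pinned compounds, then yeast cells expressing toxic A-beta were added; plates incubated at 30 C for 48 hr. Growth read as absorbance at 600 nm, normalized to DMSO and equimolar FeCl3 plus clioquinol controls.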
PI5P4K alpha inh: PI5P4K alpha (human) kinase inhibition; P48426; PI5P4Kalpha enzyme, ADP-Glo luminescence, 60 min; hits give low values; max response, %; 1.2% of 330,000 active; active = max response of -50% or lower; inconclusive = between -30% and -50%; inactive = -30% or higher; note: value at the top dose of about 77 µM; % is set by controls: 0 for no effect and ±100 for the full control effect
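ADP-Glo luminescence end-point after a 60 min room-temperature kinase reaction. PI5P4Kalpha and substrate in HEPES pH 7.4 buffer with EGTA, 0.1% CHAPS and 5% DMSO; ATP at 5 microM final.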
An asterisk follows results filed as active; ? = inconclusive; / = no result given; [ ] = another dose, or the depositor's remark. Unless noted, calls come from the whole dose curve; as a rule, active = well fitted curve in the direction sought with a large enough effect; inconclusive = small, poorly fitted or top-dose-only effect, or another doubt; inactive = no such curve, though single readings can be large; an effect the other way counts as inactive or inconclusive. Compounds as they come (roughly 4.1% active in at least one column).

SMILES | FUS yeast rescue | aSyn yeast inh | EPAC1 ag | PLK1 PBD block | IL-2 act | WRN helicase inh | EPAC1 antag | Abeta rescue | PI5P4K alpha inh
CCOc1cc(N2CCOCC2)c(OCC)cc1NC(=O)c1ccc(S(C)(=O)=O)cc1 | 6% | 0% | 6% | -14% | 0.2 | 1% | -8% | -11% | -4
Cc1c(NC(=O)OCCNC(=O)COc2ccc(Cl)cc2Cl)sc(=S)n1C | -7% | 0% | 1% | -9% | 0.9 | 1% | -21% | 11% | 4
O=C(Nc1nc2ccccc2s1)c1ccc(N2CCCCC2)c([N+](=O)[O-])c1 | 9% | -3% | 14% | -5% | 1.9 | -6% | -27% | -5% | -8
Cc1ccc(CNC(=O)C2CCN(c3nc(C)cc(C)n3)CC2)cc1 | 15% | -3% | -8% | -1% | 6.4 | -4% | 2% | -22% | 1
N#Cc1ccc(C(=O)N2CCC3CC2c2cc(-c4ccc(F)cc4)ccc23)cc1 (stereo unspecified) | 43% | -3% | -10% | -5% | -0.5 | -1% | 0% | -7% | 3
Cc1ccc(S(=O)c2ccc(C)cc2)cc1 | -7% | 18% | 0% | 1% | 2.2 | -2% | 9% | 26% | /
CC1(C)Cc2c(sc3nc(SCC(=O)O)nc(N)c23)CO1 | 9% | -3% | 0% | -11% | -0.3 | -33% | -9% | 6% | 4
Cc1onc(-c2ccccc2Cl)c1C(=O)NC(=S)NCCc1ccccc1 | 9% | 0% | 2% | 8% | 0.4 | -30%[57.1 µM] | -10% | 25% | 0
CN(C=O)c1cc([N+](=O)[O-])ccc1OCc1ccccc1 | / | -11% | 1% | 3% | -1.8 | 7% | 11% | 5% | -5
CC(=O)N1CCN(c2ccc([N+](=O)[O-])c(NCc3cccnc3)c2)CC1 | 17% | 3% | 5% | -3% | 3.4 | -15% | -20% | 1% | 0
Cc1ccc(C(=O)N/C(=C\c2cn(S(=O)(=O)N(C)C)c3ccccc23)C(=O)NCCN2CCOCC2)cc1 | 6% | 0% | -11% | -1% | -1.6 | 7% | 6% | 5% | 2
CN1C(=S)SC(N2OC3C(=O)N(c4ccccc4)C(=O)C3C2c2ccc(Cl)cc2)C1(C)C (stereo unspecified) | / | 0% | 10% | 1% | 0.2 | -14% | -4% | 3% | 7
O=C(CN1CC(=O)Oc2ccccc21)OCC(=O)c1ccccc1 | -11% | -6% | -6% | -11% | -1.5 | -1% | 23% | -27% | /
Nc1nc(CSc2nnc(-c3cccc(F)c3)n2-c2ccccc2)nc(N2CCOCC2)n1 | / | -2% | 7% | 4% | 0.9 | -18% | -2% | 2% | -11
Cc1cccc(N(C(=O)CNC(=O)c2ccco2)C(C(=O)NC2CCCC2)c2ccncc2)c1C (stereo unspecified) | -5% | 0% | -5% | 0% | 1.1 | -7% | 16% | 2% | -5
CC(C)C(=O)Nc1nnc(SCC(=O)N2c3ccccc3CC2C)s1 (stereo unspecified) | 21% | -4% | -2% | 2% | -1.5 | -6% | -2% | 6% | /
CCCN1C(=O)/C(=C/c2c(NCCCOC(C)C)nc3c(C)cccn3c2=O)SC1=S | 10% | -4% | 20% | 10% | 3.0 | ? | 13% | 0% | 3
Cc1ccc2c(c1)N(CCCC(=O)NCCCN1CCCCC1)C(=O)CO2 | -21% | 3% | -7% | -6% | -0.9 | 2% | 10% | 2% | -5
CC[C@]12c3[nH]c4cc(-c5ccco5)ccc4c3CCN1C(=O)[C@@H](CC(=O)NCc1ccc(OC)c(OC)c1)C[C@@H]2C(=O)N1CCN(C(=O)C2CC2)CC1 | ? | 0% | -8% | -1% | 1.0 | 0% | -15% | -12% | -1
Cc1cc(C)c(C(=O)/C=C/c2ccco2)c(=O)[nH]1 | 15% | 3% | 12% | -29% | 1.4 | -3%[11.6 µM] | 1% | -5% | 5
CC(C)CC(NC(=O)c1ccc(Cl)cc1)C(=O)OCC(=O)c1ccc2c(c1)NC(=O)CO2 (stereo unspecified) | 23% | -1% | -11% | 1% | -3.1 | 4%[57.1 µM] | 9% | 0% | -2
COc1cccc(NC(=O)CSCC(=O)O)c1 | 24% | 7% | 5% | -3% | -2.3 | 2% | 6% | 3% | 7
O=C(/C=C/c1cccc([N+](=O)[O-])c1)Nc1ccccn1 | -17% | ? | 10% | -6% | 0.4 | 1% | 5% | -8% | 5
CCCc1cc(=O)[nH]c(SCC(=O)N(C)C2CCCCC2)n1 | 8% | -3% | -11% | -15% | 0.9 | -10% | -4% | -3% | 1
CC(C)(C)OC(=O)N1CCC(c2c(C(=O)N3CCN(C4CCCCC4)CC3)cnn2-c2ccccc2)CC1 | -3% | -3% | -13% | -1% | 0.9 | 2% | -2% | / | -6

Next part; the last 3 above are carried over.
SMILES | FUS yeast rescue | aSyn yeast inh | EPAC1 ag | PLK1 PBD block | IL-2 act | WRN helicase inh | EPAC1 antag | Abeta rescue | PI5P4K alpha inh
O=C(/C=C/c1cccc([N+](=O)[O-])c1)Nc1ccccn1 | -17% | ? | 10% | -6% | 0.4 | 1% | 5% | -8% | 5
CCCc1cc(=O)[nH]c(SCC(=O)N(C)C2CCCCC2)n1 | 8% | -3% | -11% | -15% | 0.9 | -10% | -4% | -3% | 1
CC(C)(C)OC(=O)N1CCC(c2c(C(=O)N3CCN(C4CCCCC4)CC3)cnn2-c2ccccc2)CC1 | -3% | -3% | -13% | -1% | 0.9 | 2% | -2% | / | -6
O=C(CCN1CCCC1)c1cccs1 | 7% | -9% | -4% | 11µM* | -0.6 | ? | 5% | -5% | -3
COCC(=O)O[C@]1(CCN(C)CCCc2nc3ccccc3[nH]2)CCc2cc(F)ccc2[C@@H]1C(C)C | -18% | ? | -11% | -5% | -0.3 | -3% | 8% | -7% | -4
CCN(c1ccccc1)S(=O)(=O)c1ccc(C(=O)N2CC(C)CC(C)C2)cc1 (stereo unspecified) | 38% | 3% | -3% | -2% | 0.1 | 1% | 0% | 0% | -5
COc1ccc(CC(N)c2csc(NC(=O)Nc3ccccc3C(C)C)n2)cc1 (stereo unspecified) | 28% | -6% | 4% | -3% | -0.8 | -2% | 9% | 12% | 5
O=C(NCN1CCCCC1)c1cnccn1 | 5% | -5% | -7% | -8% | 0.2 | -1% | 5% | -19% | 4
CCOc1ccc(N(CC(=O)NCc2ccc(OC)cc2)C(=O)CCC(=O)Nc2nccs2)cc1 | 19% | -1% | -4% | -9% | -1.1 | -3% | -11% | -19% | -6
COc1ccc(C)cc1-n1nnnc1SCC(=O)NC(=O)NCc1ccco1 | 23% | 9% | 2% | -5% | -0.4 | -3%[11.6 µM] | 2% | 27% | /
Cc1cccc(OCC(=O)Nc2ccc3c(C)cc(=O)oc3c2)c1 | -24% | 7% | 6% | -15% | 3.6 | -4% | -11% | 1% | 2
NC(=O)CC(NC(=O)c1ccccc1)c1ccc(NCc2ccccn2)c([N+](=O)[O-])c1 (stereo unspecified) | -22% | -4% | -27% | 2% | 1.3 | 3% | -2% | -28% | -10
c1ccc(C[C@H]2CNCCN2CC2(c3ccccc3)CC2)cc1 | -8% | 7% | 11% | -4% | -0.4 | 1% | -9% | 0% | 14
Cc1cccc(CN2CCC(C(=O)Nc3ccc(Oc4cccnc4)cc3)CC2)c1 | / | 0% | 2% | -4% | -2.1 | -25% | -8% | -9% | -3
CCC(C(=O)OCC(=O)Nc1cc(Cl)cc(Cl)c1)c1ccccc1 (stereo unspecified) | 10% | -1% | 11% | -3% | -0.5 | -16% | -7% | ? | 23
CCOC(=O)C1CCN(C(=O)c2ccccc2NS(=O)(=O)c2ccc(F)c(F)c2)CC1 | -16% | -1% | 3% | -16% | 3.3 | -9% | -16% | -10% | 7
CCC(C)(C)NC(=O)c1cc(S(=O)(=O)N2CCCCC2)ccc1N1CCOCC1 | 17% | -1% | -2% | -9% | 0.5 | 3% | -22% | -6% | 2
O=C(Nc1ccc(Cl)cc1Cl)c1cccc(N2C(=O)C=CC2=O)c1 | 15% | -76%[inhibitor] | -1% | 1.9µM* | -4.7 | 0% | -23% | -94%[inhibitor] | -51*
Cc1cccc(OCCCC(=O)Nc2nccs2)c1 | 13% | 4% | -1% | -5% | 0.8 | 3% | -6% | 18% | 2
CC1CN(/C=C/C(=O)C(F)(F)F)CC(C)O1 (stereo unspecified) | -7% | -1% | 1% | 0% | -0.4 | -7% | 2% | -5% | -4
Cc1ccc(S(=O)(=O)N2CCN(C(=O)COC(=O)c3cccc(Cl)c3)CC2)c(C)c1 | 22% | 12% | 0% | 3% | -0.1 | -14% | -5% | 0% | 3

Structures shown so far that have an NH in an aromatic ring:
SMILES | FUS yeast rescue | aSyn yeast inh | EPAC1 ag | PLK1 PBD block | IL-2 act | WRN helicase inh | EPAC1 antag | Abeta rescue | PI5P4K alpha inh
CC[C@]12c3[nH]c4cc(-c5ccco5)ccc4c3CCN1C(=O)[C@@H](CC(=O)NCc1ccc(OC)c(OC)c1)C[C@@H]2C(=O)N1CCN(C(=O)C2CC2)CC1 | ? | 0% | -8% | -1% | 1.0 | 0% | -15% | -12% | -1
Cc1cc(C)c(C(=O)/C=C/c2ccco2)c(=O)[nH]1 | 15% | 3% | 12% | -29% | 1.4 | -3%[11.6 µM] | 1% | -5% | 5
CCCc1cc(=O)[nH]c(SCC(=O)N(C)C2CCCCC2)n1 | 8% | -3% | -11% | -15% | 0.9 | -10% | -4% | -3% | 1
COCC(=O)O[C@]1(CCN(C)CCCc2nc3ccccc3[nH]2)CCc2cc(F)ccc2[C@@H]1C(C)C | -18% | ? | -11% | -5% | -0.3 | -3% | 8% | -7% | -4

Screening data as filed in PubChem BioAssay.
